Source: PubChem BioAssay (National Center for Advancing Translational Sciences (NCATS))
APE1 inh: blocks human APE1 abasic DNA cleavage; P27695; recombinant APE1, TAMRA/BHQ-2 abasic DNA cleavage fluorescence; Potency, µM (top dose mostly 65.8 µM), without a hit: at the top dose activity change, negative = inhibition, actives largely listed as inhibitors; actives 0.35% (n = 350,000);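 note: potency is the fitted concentration of half-maximal effect; plate controls were vehicle for no effect and reference inhibitor for full effect; nearly all actives have a fitted effect of over 55% in size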
Target sequence (P27695 whole entry, looked up): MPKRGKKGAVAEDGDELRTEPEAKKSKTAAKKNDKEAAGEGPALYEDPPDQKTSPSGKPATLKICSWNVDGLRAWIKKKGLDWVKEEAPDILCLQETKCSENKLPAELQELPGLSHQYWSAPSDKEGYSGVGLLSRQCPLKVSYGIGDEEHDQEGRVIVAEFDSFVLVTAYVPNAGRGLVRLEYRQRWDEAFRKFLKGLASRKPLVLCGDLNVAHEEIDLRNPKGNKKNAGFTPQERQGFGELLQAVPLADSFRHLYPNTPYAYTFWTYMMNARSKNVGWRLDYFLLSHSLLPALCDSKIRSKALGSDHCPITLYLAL
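Incision of a quenched TAMRA/BHQ-2 THF abasic-site duplex (50 nM) by 0.75 nM APE1, after 15 min compound preincubation, measured as fluorescence increase over three 60 s reads. Values normalized to buffer, DMSO and NSC13755 control wells.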
BLM inh: inhibitors of human Bloom syndrome helicase BLM; P54132; recombinant BLM DNA unwinding, fluorescence dequenching; Potency, µM (series often up to 56.1 µM), for inactives: at the top dose activity change, negative = inhibition, most hits filed as inhibitors; actives 0.2% (n = 350,000); AID 2528;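 note: potency is the fitted concentration of half-maximal effect; plate controls were vehicle for no effect and no enzyme for full effect; nearly all actives have a fitted effect of over 35% in size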
POLK inh: DNA polymerase kappa (human) inhibition. Q9UBT6. AID 588579. Potency, µM (highest dose often 107 µM), inactives show top-dose activity, negative = inhibition, most hits filed as inhibitors. purified Pol kappa, fluorescent DNA synthesis assay, 10 min. actives 0.53% (n = 400,000); note: potency is the fitted concentration of half-maximal effect; % is set by controls: 0 for no effect and ±100 for the full control effect
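Kinetic fluorescence screen: compound preincubated 15 min RT with 10 nM enzyme; 50 nM substrate (final) initiates; reads at 0/10 min.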
ERG Ets-DNA blk: blocks human ERG Ets domain binding to DNA; P11308; fluorescence polarization, His-ERG Ets domain / labelled DNA; Potency, µM (highest dose often 76.9 µM), for inactives: top-dose FP activity, negative = inhibition, most hits filed as inhibitors; actives 0.028% (n = 370,000); AID 624246; active = well fitted inhibition curve with a large enough effect in the polarisation, with a control signal flat; inconclusive = small, poorly fitted or top-dose-only effect, or effect the other way, or a change in a side signal; inactive = no such curve, though single readings can be large or run the other way; the % refers to the polarisation;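 note: polarization taken with two DNA probes labelled with fluorescein and Texas red; potency is the fitted concentration of half-maximal effect; % of control where 0% means no effect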
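His-tagged ERG Ets domain (1 uM in the protein solution; 300mM KCl, 50mM Tris-HCl, 1mM EDTA, 1mM DTT, pH 7.5) received compound, then a probe mix of 5 nM fluorescein-DNA and 100nM Texas-615-DNA. Fluorescence polarization was read for both dyes.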
ALOX12 inh: inhibitors of human 12S-lipoxygenase ALOX12. purified 12hLO, xylenol orange hydroperoxide absorbance. Potency, µM (titrated, usually from 108 µM), inactives show at the top dose activity change, negative = inhibition, actives largely listed as inhibitors. actives 1.1% (n = 580,000). AID 1671190; note: potency is the fitted concentration of half-maximal effect; % is set by controls: 0 for no effect and ±100 for the full control effect
Target sequence (P18054 whole entry, looked up): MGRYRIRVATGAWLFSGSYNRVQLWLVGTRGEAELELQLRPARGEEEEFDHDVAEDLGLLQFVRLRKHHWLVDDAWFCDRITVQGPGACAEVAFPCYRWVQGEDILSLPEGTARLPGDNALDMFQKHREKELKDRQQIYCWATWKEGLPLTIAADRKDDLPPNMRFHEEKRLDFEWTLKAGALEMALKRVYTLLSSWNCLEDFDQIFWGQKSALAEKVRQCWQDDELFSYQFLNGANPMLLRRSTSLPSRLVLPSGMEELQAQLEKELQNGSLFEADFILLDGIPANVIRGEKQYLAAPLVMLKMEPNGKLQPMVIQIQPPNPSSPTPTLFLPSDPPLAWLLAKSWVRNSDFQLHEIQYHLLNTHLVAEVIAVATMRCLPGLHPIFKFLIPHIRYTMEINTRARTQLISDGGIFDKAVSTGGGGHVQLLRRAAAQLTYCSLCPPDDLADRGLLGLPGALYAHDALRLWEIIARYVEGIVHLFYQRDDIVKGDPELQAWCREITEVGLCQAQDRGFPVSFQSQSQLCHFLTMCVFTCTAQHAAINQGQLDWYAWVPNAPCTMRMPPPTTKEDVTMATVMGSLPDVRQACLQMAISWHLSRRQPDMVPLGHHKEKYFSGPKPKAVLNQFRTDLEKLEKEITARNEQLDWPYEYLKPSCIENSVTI
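Hydroperoxide product was detected by ferrous iron/xylenol orange as the 573 to 405 nm absorbance ratio. Arachidonic acid at 40 uM (final) was turned over for 30 min at room temperature by 150 nM human 12hLO, pH 7.0 Hepes buffer, after 15 min compound preincubation.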
Pol iota inh: DNA polymerase iota (human) inhibition; Pol iota fluorescent replication assay, 10 min; Potency, µM (top dose mostly 115 µM), without a hit: at the highest dose activity, negative = inhibition, actives largely listed as inhibitors; actives 1% (n = 390,000); AID 588590; note: potency is the fitted concentration of half-maximal effect
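Pol iota at 10 nM preincubated 15 min with compounds at room temperature; reaction started with fluorescent substrate, 50 nM final. Fluorescence read kinetically at 0 and 10 min; buffer-only wells as negative control.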
Anesthetic bind: binds horse apoferritin like a general anesthetic | P02791 | apoferritin/1-aminoanthracene competitive binding, fluorescence | Potency, µM (top dose mostly 77.5 µM), for the others: at the top dose activity change, negative = displacement, most hits filed as inhibitors | actives 0.074% (n = 350,000) | AID 485281; note: potency is the fitted concentration of half-maximal effect; % is set by controls: 0 for no effect and ±100 for the full control effect; nearly all actives have a fitted effect of over 20% in size
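Probe: 1-aminoanthracene (50% saturated, PBS). Protein: horse-spleen apoferritin, 10 uM. Incubation: 10 min, room temperature. Detection: 380 nm excitation, 535 nm emission. Analysis: normalized response, four-parameter Hill.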
TRHR ag: activates the human TRH receptor; P34981; TRHR cells, calcium flux fluo-8, FDSS agonist mode; activation, % at 2 µM; actives 0.18% (n = 360,000); AID 493084; in the data active = activation above about 30%; note: 0% is about no effect
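Read-out: compound-evoked intracellular calcium rise in TRHR cells, fluo-8 dye, kinetic FDSS fluorescence at 1 s/cycle following a 10-cycle baseline. Cells cultured overnight before dye loading (30 min–1.5 h, RT).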
Pol beta inh: blocks human DNA polymerase beta activity; P06746; Potency, µM (doses to about 114 µM), for the others: at the highest dose activity change, negative = inhibition, hits mostly inhibitors; AID 485314; Pol beta primer extension/strand displacement, fluorescence kinetic; actives 1.3% (n = 340,000); note: potency is the fitted concentration of half-maximal effect; % is set by controls: 0 for no effect and ±100 for the full control effect
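Homogeneous kinetic assay of primer extension and strand displacement by 10 nM Pol beta, preincubated 15 min at room temperature with compound before 50 nM substrate (final) was added. Read at 0 and 10 min; four-parameter Hill fit.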
The depositor's hits bear a star; ? = inconclusive; . = no result given; & = joins results of further samples; [ ] = remark or other dose. Unless noted, calls come from the whole dose curve; as a rule, active = well fitted curve in the direction sought with a large enough effect; inconclusive = small, poorly fitted or top-dose-only effect, or another doubt; inactive = no such curve, though single readings can be large; an effect the other way counts as inactive or inconclusive. Not all compounds are listed, so the mix of outcomes need not match the whole.

| item | structure | APE1 inh | POLK inh | Pol beta inh | Pol iota inh | BLM inh | ERG Ets-DNA blk | Anesthetic bind | TRHR ag | ALOX12 inh |
| --- | --- | --- | --- | --- | --- | --- | --- | --- | --- | --- |
| 1 | O=C(Nc1ccccc1)c1cccc(N2C(=O)CCC2=O)c1 | 3% | -15% | 1% | 16% | -1% | -5% | -3% | 0.3 | 1% |
| 2 | Cc1ccn2cc(CCNS(=O)(=O)c3ccc4c(c3)CCCC4)nc2c1 | -5% | -7% | -21% | -14% | 4% | -4% | 2% | -0.8 | 23% |
| 3 | O=C(CCS(=O)(=O)c1ccccc1F)Nc1ccc(N2CCN(Cc3ccccc3)CC2)cc1 | -3% | 5% | . | -13% | . | -8% | . | 0.3 | -1% |
| 4 | C=C(C)CN(CC)C(=O)CC1C(=O)NCCN1CC(C)(C)C (stereo not given) | 3% | -2% | 26% | -17% | -3% | -5% | -8% | 0.3 | 15% |
| 5 | CCOC(=O)CN(C(=O)CN1CCC(n2nnc3cc(C)ccc32)CC1)c1ccccc1 | ? | -2% | -4% | 18% | -1% | -9% | ? | -0.3 | 9% |
| 6 | Cc1ccc(CSc2nc3ccsc3c(=O)n2CCC(C)C)cc1 | . | -4%[60.1 µM] | -23% | 10% | -2% | -1% | -9% | 1.1 | -8% |
| 7 | Cc1ccc(-c2c(C(=O)NCc3ccccc3)oc(=O)c3ccccc23)cc1 | -8% | -2%[60.1 µM] | -2%&0% | -17%&6% | -1%&-7% | -3%&3% | 2%&-14% | 0.8&-0.3 | ? |
| 8 | CC(=O)NNc1ncnc2c1cnn2-c1ccc(C)cc1 | 8% | -3% | 2% | 67%[activator] | -3% | ? | 0% | 0.5 | 42%[activator] |
| 9 | O=C1c2cccnc2-c2ncccc21 | -5% | -5% | 0% | 13% | 4% | -1% | -6% | 0.0 | -4% |
| 10 | CCOc1ncccc1C(=O)N(C)CC(=O)Nc1ccc(C)cc1 | 2% | -12% | 12% | 13% | -13% | -3% | 2% | 0.0 | -13% |

Full records as entered above.
O=C1c2cccnc2-c2ncccc21 reads APE1 inh = -5%; POLK inh = -5%; Pol beta inh = 0%; Pol iota inh = 13%; BLM inh = 4%; ERG Ets-DNA blk = -1%; Anesthetic bind = -6%; TRHR ag = 0.0; ALOX12 inh = -4%
C=C(C)CN(CC)C(=O)CC1C(=O)NCCN1CC(C)(C)C (stereo not given) reads APE1 inh = 3%; POLK inh = -2%; Pol beta inh = 26%; Pol iota inh = -17%; BLM inh = -3%; ERG Ets-DNA blk = -5%; Anesthetic bind = -8%; TRHR ag = 0.3; ALOX12 inh = 15%
Cc1ccc(CSc2nc3ccsc3c(=O)n2CCC(C)C)cc1 reads APE1 inh = .; POLK inh = -4%[60.1 µM]; Pol beta inh = -23%; Pol iota inh = 10%; BLM inh = -2%; ERG Ets-DNA blk = -1%; Anesthetic bind = -9%; TRHR ag = 1.1; ALOX12 inh = -8%

Going on with the list:
| item | structure | APE1 inh | POLK inh | Pol beta inh | Pol iota inh | BLM inh | ERG Ets-DNA blk | Anesthetic bind | TRHR ag | ALOX12 inh |
| --- | --- | --- | --- | --- | --- | --- | --- | --- | --- | --- |
| 11 | CC(C(=O)Nc1ccc2c(c1)OCO2)c1ccc([N+](=O)[O-])cc1 (stereo not given) | -11% | -18% | 6% | 40%[activator] | -3% | -7% | -10% | -1.8 | -3% |
| 12 | Cc1cccc(NC(=O)Nc2ccc3c(c2)OCO3)n1 | 5% | -5% | 30% | 6% | -2% | 16% | -2% | 0.0 | 0% |
| 13 | CC(C)CCn1nnnc1C(C(C)C)N1CCC(C(N)=O)CC1 (stereo not given) | 5% | 5% | 4% | -5% | 2% | -5% | -9% | 0.1 | 0% |
| 14 | COc1ccc2c(c1)-c1nc(N)sc1CC2 | -3% | 0% | 22% | 20% | -1% | -12% | ? | -1.0 | ? |
| 15 | CCOc1ccc(CNC(=O)c2ccc3oc(=O)n(Cc4ccccc4)c3c2)cc1 | . | -8%[60.1 µM] | -12% | 22% | -4% | 2% | 44%[activator] | 0.2 | -10% |
| 16 | Cc1nc(S/C(=C/c2ccc(-c3cc(Cl)ccc3C)o2)C(=O)O)n[nH]1 | 1% | ? | ? | ? | 2% | 26% | -12% | 0.7 | 6% |
| 17 | CCn1cc(C(=O)N2CCN(c3ccccc3F)CC2)c(=O)c2cc(S(=O)(=O)N(C)C)ccc21 | . | 11% | 26% | 21% | 1% | -2% | -13% | -0.7 | -21% |
| 18 | Cc1cc(NC(=O)CCC(=O)N(c2cccc(F)c2)C(C(=O)NC2CCCC2)c2ccccc2)no1 (stereo not given) | 31%[12.4 µM] | 0% | 8% | 47%[activator] | -1% | 10% | -3% | -1.2 | -11% |
| 19 | Fc1ccc(CSc2nnc3ccc(-c4ccncc4)nn23)cc1 | -4% | 6% | -17% | 38%[activator] | -5% | 1% | -19% | -0.4 | -3% |
| 20 | Cc1ccc(S(=O)(=O)n2nc(OC(=O)c3ccco3)cc2N)cc1 | . | -3% | . | ? | . | 1% | . | . | 0% |
| 21 | O=C1CC(N2CCOCC2)C(=O)N1CCN1C(=O)CC(N2CCOCC2)C1=O (stereo not given) | 3% | -10% | 0% | 6% | 0% | -5% | -5% | 0.5 | -4% |
| 22 | Cc1cccc(NC(=S)N2CCC(C(=O)c3ccc(F)cc3)CC2)c1C | -2% | -6% | -2% | 0% | -3% | . | -20% | 0.2 | -3%[57.4 µM] |
| 23 | O=C(NCCOC(=O)c1ccc(Cl)cc1)c1cccnc1 | 3% | -6% | 23% | -14% | 0% | . | -1% | 0.1 | ? |
| 24 | CN(c1ccccc1)c1ccc(/C=N/NC(=O)CC#N)cc1 | -5% | 1% | 0% | 4% | -10% | -11% | 38%[activator] | -0.1 | 26% |
| 25 | COc1ccccc1NC(=O)C(C)N1C(=O)C2CCCCC2C1=O (stereo not given) | 1% | 5% | . | 18% | . | -2% | . | 0.0 | -11% |
| 26 | COc1ccc2c(c1)CCc1cc(C(=O)N3CCN(c4ccc(N5CCOCC5)nn4)CC3)sc1-2 | -6% | -6% | -27% | ? | -5% | -9% | -6% | -0.4 | . |
| 27 | Cc1ccc(-c2nc(-c3ccc(Cl)cc3)sc2CC(=O)O)c(C)c1 | -3% | -5% | 2% | 24% | 2% | -14% | -15% | 0.2 | -22% |
| 28 | Cc1ccc(S(=O)(=O)NCCNC(=O)C2CCCNC2=O)cc1 (stereo not given) | -3% | -6% | 8% | 40%[activator] | -3% | 5% | -9% | 0.7 | 0%[57.4 µM] |
| 29 | O=C(CCCc1ccccc1)NCCCc1ccccc1 | -16% | -3% | -20% | 128%[activator] | -2% | 3% | -24% | -1.2 | 7% |
| 30 | Cc1ccccc1/C(N)=N/OC(=O)c1ccc(F)cc1 | 11% | -4% | 53%[activator] | 34%[activator] | -3% | 2% | -3% | -0.2 | 230%[activator] |

Just Pol iota inh and Pol beta inh, for some of the entries so far:
# | compound | Pol iota inh | Pol beta inh
25 | COc1ccccc1NC(=O)C(C)N1C(=O)C2CCCCC2C1=O (stereo not given) | 18% | .
22 | Cc1cccc(NC(=S)N2CCC(C(=O)c3ccc(F)cc3)CC2)c1C | 0% | -2%

More entries:
| item | structure | APE1 inh | POLK inh | Pol beta inh | Pol iota inh | BLM inh | ERG Ets-DNA blk | Anesthetic bind | TRHR ag | ALOX12 inh |
| --- | --- | --- | --- | --- | --- | --- | --- | --- | --- | --- |
| 31 | O=C(/C=C/c1ccc(F)cc1)N1CCN(Cc2ccccc2)CC1 | . | -2% | . | 13% | . | 2% | . | . | 70%[activator] |
| 32 | Cc1ccc(S(=O)(=O)NCCCCCC(=O)NCCc2ccccc2)cc1 | 27% | -11% | 8% | -12% | 1% | 0% | -8% | -0.7 | -1% |
| 33 | O=C(COc1ncnc2ccccc12)c1ccc(Cl)cc1 | -2% | -17% | -11% | -19% | 0% | -4% | -7% | 0.3 | 0% |
| 34 | O=C(CN1CCN(Cc2ccc(F)cc2)CC1)NCCc1ccccc1 | 32% | -1% | 30% | 107%[activator] | -2% | -1% | -5% | 0.2 | 8% |
| 35 | O=C1c2ccccc2[C@@H]2C[C@@H](O)[C@H](Nc3cccc(Cl)n3)CCN12 | -12% | -3% | . | 24% | . | 10% | . | . | 5% |
| 36 | C/C(=N\NC(=S)NCc1ccccc1)c1ccccc1F | -10% | -17% | 9% | 1% | -8% | 6% | -6% | 0.1 | 35µM* |
| 37 | CCC(=O)c1ccc(OCC(=O)Nc2cccc(S(=O)(=O)N(C)c3ccccc3)c2)cc1 | -13% | 9% | . | 4% | . | 15% | . | 0.3 | 198%[activator] |
| 38 | COc1ccc(C(=O)NCC(C)NC(=O)c2ccc(OC)c(OC)c2)cc1OC (stereo not given) | . | 1% | . | 151%[activator] | . | 11% | . | . | 3% |
| 39 | CC(=O)Nc1c(O)nc(SCC(=O)Nc2sc3c(c2C#N)CCCCCC3)[nH]c1=O | 5% | 0% | 17% | -18% | -5% | -9% | -14% | -0.4 | -11% |
| 40 | CN(C(=O)c1ccoc1)c1ccccc1I | 11% | -6% | . | -15% | 2% | . | 4% | . | . |
| 41 | COc1ccc(CCNC(=O)C/C(C)=N/NC(=O)C2CCCCC2)cc1OC | -1% | -6% | 1% | 13% | 3% | -2% | 3% | 0.0 | 22% |
| 42 | O=C(Nc1ccccc1)c1ncoc1-c1ccc(Cl)cc1 | -3% | 3% | -22% | 31%[activator] | -7% | 0% | 1% | 0.0 | 34%[activator] |
| 43 | COc1ccccc1C1CC(=O)Oc2cc(C)cc(C)c21 (stereo not given) | -9%&-3% | -14%&-21% | . | -5% | -1%[75.6 µM] | 2% | -3%[110 µM] | . | 6% |
| 44 | COC(=O)C1=C(C)N(C(C)C)C(=O)C1(NC(=O)c1ccccc1OC)C(F)(F)F (stereo not given) | . | 7% | -2% | 28% | -6% | -3% | -10% | -2.7 | -19% |
